Texas Red fluor: compound fluoresces in the Texas Red spectral region; Compound fluorescence, Texas Red channel, 547/618 nm; active compounds read high; max dye-equivalent concentration, M; actives 0.06% (n = 59,000); in the data active means max dye-equivalent concentration above about 10 nM; inconclusive means between about 1.1 nM and that limit
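Dye-equivalent concentrations come from scaling compound signal (ex 547, em 618 nm) to six Texas Red standard concentrations run on every plate, after 15 min room-temperature incubation in pH 8.0 Tris (100 mM).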
Epigenetic mod: epigenetic modulators derepressing GFP locus in mouse cells; mouse C127i GFP locus derepression, cytometry, 30 h; Potency, µM (series often up to 46.1 µM), inactives show top-dose GFP derepression (activation); actives 0.09% (n = 68,000); further: % of control where 0% means no effect
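Read-out is the number of GFP-positive cells, scored as fluorescent objects 20 to 120 um wide, reflecting derepression of a silenced CMV-GFP reporter in murine C127i cells after 30 h compound exposure at 37 C.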
DNA Pol III inh: inhibitors of bacterial DNA polymerase III holoenzyme; reconstituted DNA polymerase III holoenzyme replication, biochemical; Potency, µM (titrated, usually from 57.1 µM), for the others: at the highest dose activity change, negative = inhibition; actives 0.25% (n = 71,000); AID 603; further: potency means the concentration at half of the fitted maximal effect; on the % scale 0 is the no-effect control and ±100 the full control effect
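Reconstituted *E. coli* holoenzyme (0.35 nM Pol III, 1 nM beta, 154 nM SSB, 2 nM primase) was preincubated with compound for 15 min at RT. Synthesis on 1.4 nM ssM13Gori ran 35 min, then was stopped with PicoGreen/EDTA and read as dsDNA fluorescence.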
Rhodamine autofl: rhodamine region autofluorescence. max dye-equivalent concentration, M. Rhodamine-region fluorescence, 547/598 nm, Tris buffer; active compounds read high. actives 0.05% (n = 59,000); in the data active means max dye-equivalent concentration above about 11 nM; inconclusive means between about 1.1 nM and that limit
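Compound fluorescence in 100 mM Tris, pH 8.0, read after 15 min at room temperature with 547 nm excitation and 598 nm emission. Output is dye-equivalent concentration from an on-plate rhodamine standard series.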
Fluorescein fluor: compound autofluorescence in fluorescein spectral region; Compound autofluorescence, 480/540 nm, fluorescein-equivalent; active compounds read high; max fluorescein-equivalent concentration, M; actives 0.91% (n = 59,000); in the data active means max fluorescein-equivalent concentration above about 10 nM; inconclusive means between about 1.1 nM and that limit
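Autofluorescence profiling; 100 mM Tris, pH 8.0; incubation 15 min at RT; ex/em 480/540 nm; result as fluorescein-equivalent concentration.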
Hsp90 Hop PPI: changes Hsp90-Hop TPR2A binding signal, up or down. AlphaScreen TPR2A-His6 binding biotin-Hsp90 C-terminal peptide. Potency, µM (highest dose often 57 µM), inactives show top-dose activity change, negative = inhibition. actives 0.44% (n = 71,000); active means well fitted curve in either direction with a large enough effect; inconclusive means small, poorly fitted or top-dose-only effect, or another doubt; further: potency means the concentration at half of the fitted maximal effect; on the % scale 0 is the no-effect control and ±100 the full control effect; many of its hits are not listed in these tables
4MU fluor: compound fluoresces in the 4-MU spectral region | actives 11% (n = 59,000) | compound autofluorescence, 340/450 nm, 4-MU equivalents; active compounds read high | max dye-equivalent concentration, M; in the data active means max dye-equivalent concentration above about 10 nM; inconclusive means mostly about 1.1 nM to 9.6 nM
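Intrinsic fluorescence at 340/450 nm (ex/em) was read after 15 min at room temperature in pH 8.0, 100 mM Tris. Each compound concentration expressed as 4-MU-equivalent concentration from a six-point 4-MU standard series on each plate.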
HBB splice mod: hemoglobin beta splicing modulation. actives 0.06% (n = 65,000). HBB splicing reporter cell assay, activation; EGFP reporter with mutant IVS2-654 intron; response scale: normalised to 500 nM splice-correcting PNA. Potency, µM (highest dose often 46.1 µM), for inactives: at the highest dose activation, usual class: activators. AID 925; further: potency means the concentration at half of the fitted maximal effect; 0% is about no effect
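Compounds were applied for 2 days to HeLa EGFP-654 cells, 500/well in Optimem with 2% FCS. The reporter's EGFP is disrupted by mis-splicing of beta-globin intron IVS2-654. Readout: summed well GFP fluorescence from 488 nm laser scanning; reference was 500 nM antisense […] 654 PNA.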
Ub-GFP proteasome: ubiquitin-GFP accumulation via proteasome inhibition. Ubiquitin-GFP reporter cells, proteasome inhibition, GFP fluorescence; response scale: untreated = 0%, 10 µM MG-132 = 100%. Potency, µM (highest dose often 45.9 µM), without a hit: top-dose activation (GFP accumulation), most hits filed as activators. 67,000 tested, under 10 active. AID 526; active means well fitted activation curve with a large enough effect, not every such curve was filed as active; inconclusive means small, poorly fitted or top-dose-only effect, or another doubt; inactive means no such curve, though single readings can be large or run the other way; further: potency means the concentration at half of the fitted maximal effect
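GFP accumulation read-out: laser plate cytometry counting ubiquitin(G76V)-GFP-expressing U2OS cells after 4 hr compound exposure at 37 °C. Titrations spanned 46 uM to 2.9 nM; 0% = basal, 100% = 10 uM MG-132; concentration-response curves fitted.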
15-hLO inh: blocks human 15-lipoxygenase activity; P16050; purified 15hLO-1, xylenol orange hydroperoxide absorbance; Potency, µM (series often up to 57.1 µM), for the others: at the highest dose activity change, negative = inhibition, actives largely listed as inhibitors; actives 1.4% (n = 74,000); AID 887; further: potency means the concentration at half of the fitted maximal effect; on the % scale 0 is the no-effect control and ±100 the full control effect; nearly all actives have a fitted effect of over 55% in size
Target sequence (P16050 whole entry, looked up): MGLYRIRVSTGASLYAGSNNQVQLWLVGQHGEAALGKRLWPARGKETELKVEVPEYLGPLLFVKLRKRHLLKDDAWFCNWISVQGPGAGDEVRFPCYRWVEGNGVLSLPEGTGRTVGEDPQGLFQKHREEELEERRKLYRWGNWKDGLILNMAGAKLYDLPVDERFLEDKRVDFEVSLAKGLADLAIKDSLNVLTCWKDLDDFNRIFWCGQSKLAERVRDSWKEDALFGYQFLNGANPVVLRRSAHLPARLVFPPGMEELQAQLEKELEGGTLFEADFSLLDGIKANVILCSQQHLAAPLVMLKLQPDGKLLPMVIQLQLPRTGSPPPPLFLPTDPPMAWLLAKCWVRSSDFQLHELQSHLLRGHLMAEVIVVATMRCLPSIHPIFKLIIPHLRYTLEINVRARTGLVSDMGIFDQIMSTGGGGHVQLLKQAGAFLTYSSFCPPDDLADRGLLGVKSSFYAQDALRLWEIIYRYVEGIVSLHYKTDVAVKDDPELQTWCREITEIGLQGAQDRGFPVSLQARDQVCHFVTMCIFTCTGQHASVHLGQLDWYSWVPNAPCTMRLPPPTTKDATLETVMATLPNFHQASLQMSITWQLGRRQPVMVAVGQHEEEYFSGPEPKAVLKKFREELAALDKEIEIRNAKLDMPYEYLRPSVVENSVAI
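Quantitative HTS in 25 mM Hepes pH 7.5 containing 0.01% Triton X-100: human 15hLO-1 at 40 nM, arachidonic acid at 50 uM, 6 min turnover. Product quantified via ferrous oxidation/xylenol orange, 573:405 nm absorbance ratio.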
HADH2 inh: blocks human hydroxyacyl-CoA dehydrogenase type II | Q99714 | recombinant HADH2, NADH fluorescence, beta-hydroxybutyryl-CoA | Potency, µM (top dose mostly 57.1 µM), inactives show at the highest dose activity change, negative = inhibition, actives largely listed as inhibitors | actives 3.4% (n = 73,000); further: potency means the concentration at half of the fitted maximal effect; on the % scale 0 is the no-effect control and ±100 the full control effect; nearly all actives have a fitted effect of over 60% in size; many of its hits are not listed in these tables
Target sequence (Q99714 whole entry, looked up, one chain of several): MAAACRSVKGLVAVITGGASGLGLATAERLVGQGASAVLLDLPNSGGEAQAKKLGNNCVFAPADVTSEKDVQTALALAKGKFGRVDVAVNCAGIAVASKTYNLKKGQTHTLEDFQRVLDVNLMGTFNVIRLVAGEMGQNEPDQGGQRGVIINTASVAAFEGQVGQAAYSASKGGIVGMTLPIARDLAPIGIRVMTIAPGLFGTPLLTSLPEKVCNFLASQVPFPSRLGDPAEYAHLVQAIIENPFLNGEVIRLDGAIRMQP
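20 nM HADH2 + cpd, 15 min RT; add 1 mM NAD+/90 uM beta-hydroxybutyryl-CoA; kinetic fluorescence 360/450 nm, 4 min. Tris-HCl pH 9.0, 0.01% Tween-20.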
Active calls of the source: *; i = inactive; ? = inconclusive; · = no result given; [ ] = another dose, or the depositor's remark. Unless noted, the call rests on the fitted dose curve; in most records, active means well fitted curve in the direction sought with a large enough effect; inconclusive means small, poorly fitted or top-dose-only effect, or another doubt; inactive means no such curve, though single readings can be large; an effect the other way counts as inactive or inconclusive.

SMILES	Texas Red fluor	Epigenetic mod	DNA Pol III inh	Rhodamine autofl	Fluorescein fluor	Hsp90 Hop PPI	4MU fluor	HBB splice mod	Ub-GFP proteasome	15-hLO inh	HADH2 inh
C/C(Cl)=C\Cn1c(NCCCn2ccnc2)nc2c1c(=O)n(C)c(=O)n2C	?	4%	4%	i	?	-16%	1.2e-08M*	9.6%[1.84 µM]	4%	15%	11%
CCOC(=O)c1cc(C#N)c(N)nc1C	i	5%	2%	i	i	-4%	i	1.2%[1.84 µM]	9%	5%	16%
COC(=O)CN(c1ccc2c(c1)OCO2)S(C)(=O)=O	i	9%	-2%	i	?	-4%	?	6.3%	1%	2%	-2%
COc1ccccc1NC(=O)COc1ccc(/C=N/n2cnnc2)cc1OC	·	0%	7%[11.4 µM]	·	·	-3%[11 µM]	·	1.9%[0.0738 µM]	-15%[9.17 µM]	0%[11.4 µM]	?
Cn1c(=O)[nH]c2cc3ccccc3cc21	?	3%	2%	i	i	-4%	i	-5.2%	11%	-3%	8%
CCc1nnc(NC(=O)c2ccc(S(=O)(=O)N(CCOC)CCOC)cc2)o1	i	4%	-3%	i	i	?	i	-0.4%	-14%	25%	0%
COc1cc(-c2ccc(N=C=O)c(OC)c2)ccc1N=C=O	·	·	-5%	·	·	-16%	·	-1.0%	·	2%	-28%
COc1ccc(-c2nc3cnc(OC)nc3n(CCc3ccccc3)c2=O)cc1	i	3%[9.22 µM]	-2%	i	?	-5%	1.7e-08M*	0.0%	-8%	2%	-9%
Cc1ccc(-n2c(SCC(=O)NCC3CCCO3)nc3n[nH]c(C)c3c2=N)cc1Cl (stereo unspecified)	i	-1%	0%	i	i	-1%	i	-1.0%	-11%	-8%	0%
O=C1CCCc2c1nn(-c1ccccc1)[n+]2[O-]	i	0%	-7%	i	?	-3%	i	0.1%	22%	9%	-1%
CCOC(=O)c1ccc(NC(=O)C2CCCO2)cc1 (stereo unspecified)	i	0%	-4%	i	i	0%	i	·	-6%	7%	15%
CCCNC(=O)C1CN(S(=O)(=O)c2ccccc2)CCN1S(=O)(=O)c1ccccc1 (stereo unspecified)	i	2%	-4%	i	i	-5%	i	-0.1%	3%	1%	5%
C1=Nc2c(Nc3ccccc3)ncnc2Oc2ccccc21	?	2%	0%	i	i	-10%	i	-0.1%[57.5 µM]	4%	-17%	-4%
CN(C)C(=S)c1ccc2ccccc2n1	·	-4%	-6%	·	·	-1%	·	0.1%[9.22 µM]	0%	5%	-13%
CCOC(=O)c1cc2occc2n1CC(=O)N1CCOCC1	i	-2%	-4%	i	?	-1%	i	4.2%[57.5 µM]	-3%	-20%	8%
CN(C)c1ncc2nc(-c3cc(F)cc(F)c3)c(=O)n(-c3ccccc3)c2n1	i	0%[9.22 µM]	-6%	i	i	-1%	i	2.1%	-5%	?	3%
CCOC(=O)C(NCc1ccc2c(c1)OCO2)(NC(=O)CC)C(F)(F)F (stereo unspecified)	i	-2%	-8%	i	i	-4%	i	1.8%[0.369 µM]	·	7%	-11%
CCOC(=O)c1ccccc1NS(=O)(=O)c1ccccc1	?	0%	-8%	i	i	21%	i	0.2%	5%	-1%	7%
CCOc1ccc(-n2nnnc2SCC(=O)c2ccccc2)cc1	i	5%	-3%	i	?	-1%	i	-4.8%[57.5 µM]	-4%	6%	-2%
Cn1nnnc1SCC(=O)NCc1cccc(C(=O)O)c1	?	0%	-2%	i	?	-7%	?	-1.5%[0.369 µM]	2%	-21%	4%
Cc1ccc(-c2cc(C(F)(F)F)c(C#N)c(SCCC#N)n2)o1	i	0%	0%	i	?	-1%	1.8e-07M*	0.2%	-8%	-12%	?
CC(C)N(C(=O)C1CC(=O)OC12CCCCC2)C(C)C (stereo unspecified)	·	-6%	0%[11.4 µM]	·	·	-5%[11 µM]	·	-4.5%[0.0738 µM]	-5%[9.17 µM]	3%[11.4 µM]	-3%[11.4 µM]
O=C(Cn1c(=O)sc2ccccc21)Nc1ccccc1C(=O)O	i	0%	-2%	i	?	1%	i	·	4%	1%	-4%
OCCOc1ccc(C2=NCCO2)cc1	?	-2%	-9%	i	?	1%	i	0.0%	-6%	3%	9%
Cc1c(C(=O)OCc2ccccc2)[nH]c2c1C(=O)CC(c1ccco1)C2 (stereo unspecified)	·	-2%	-6%	·	·	-3%	·	-1.1%	3%	-16%	?
O=C(CCN1C(=O)c2ccccc2C1=O)N1CCN(c2ccccn2)CC1	i	0%	5%	i	i	-8%	i	3.7%	-1%	7%	19%
COc1ccc(CC(=O)NCc2nnc(SCCOc3ccccc3)n2C)cc1	i	3%	3%	i	i	-2%	i	2.0%	3%	9%	11%
O=C(NCCOCCOCCNC(=O)c1cccnc1)c1cccnc1	?	5%[20.6 µM]	·	i	i	·	?	·	·	·	·
CN(Cc1cccs1)CC(O)COCc1ccco1 (stereo unspecified)	?	0%	-5%	i	i	1%	i	-1.4%	5%	7%	10%
Cc1cc(=O)oc2cc(OCC(=O)NCCCN3CCOCC3)ccc12	i	0%	-8%	i	i	2%	i	-0.7%	-9%	-3%	-20%

Structural class, those above with a cyano group
SMILES	Texas Red fluor	Epigenetic mod	DNA Pol III inh	Rhodamine autofl	Fluorescein fluor	Hsp90 Hop PPI	4MU fluor	HBB splice mod	Ub-GFP proteasome	15-hLO inh	HADH2 inh
CCOC(=O)c1cc(C#N)c(N)nc1C	i	5%	2%	i	i	-4%	i	1.2%[1.84 µM]	9%	5%	16%
Cc1ccc(-c2cc(C(F)(F)F)c(C#N)c(SCCC#N)n2)o1	i	0%	0%	i	?	-1%	1.8e-07M*	0.2%	-8%	-12%	?

Following part:
SMILES	Texas Red fluor	Epigenetic mod	DNA Pol III inh	Rhodamine autofl	Fluorescein fluor	Hsp90 Hop PPI	4MU fluor	HBB splice mod	Ub-GFP proteasome	15-hLO inh	HADH2 inh
CCN(CCCNC(=O)CN(C)S(=O)(=O)c1cccc2nsnc12)c1cccc(C)c1	i	6%	-1%	i	i	-16%	i	0.1%	-9%	-11%	0%
O=C(NCc1ccco1)c1noc2c1CCCC2	i	0%	0%	i	i	0%	i	-0.1%	7%	10%	5%
O=C1c2ccccc2C(=O)N1CCCn1nnc(-c2ccc(N3CCOCC3)cc2)n1	i	-1%	3%	i	i	1%	i	0.4%	-12%	3%	9%
CC/C(=N\O)c1ccc(OC)c(OC)c1	i	?	·	i	?	·	i	·	·	·	·
Clc1ccccc1OCCn1ccnc1	i	3%	-11%	i	i	?	2.3e-08M*	-1.7%	-2%	?	11%
CCc1c(C)c2c(C)[nH]nc2oc1=O	i	0%	2%	i	i	-5%	i	-0.7%	2%	9%	-15%
Cc1cccc2cc(CN(CCCO)C(=O)Nc3ccc(Cl)cc3)c(=O)[nH]c12	?	-1%	0%	i	?	-3%	i	-1.1%	1%	-22%	-5%

Molecules above that contain an NH in an aromatic ring:
SMILES	Texas Red fluor	Epigenetic mod	DNA Pol III inh	Rhodamine autofl	Fluorescein fluor	Hsp90 Hop PPI	4MU fluor	HBB splice mod	Ub-GFP proteasome	15-hLO inh	HADH2 inh
Cn1c(=O)[nH]c2cc3ccccc3cc21	?	3%	2%	i	i	-4%	i	-5.2%	11%	-3%	8%
Cc1ccc(-n2c(SCC(=O)NCC3CCCO3)nc3n[nH]c(C)c3c2=N)cc1Cl (stereo unspecified)	i	-1%	0%	i	i	-1%	i	-1.0%	-11%	-8%	0%
Cc1c(C(=O)OCc2ccccc2)[nH]c2c1C(=O)CC(c1ccco1)C2 (stereo unspecified)	·	-2%	-6%	·	·	-3%	·	-1.1%	3%	-16%	?
CCc1c(C)c2c(C)[nH]nc2oc1=O	i	0%	2%	i	i	-5%	i	-0.7%	2%	9%	-15%
Cc1cccc2cc(CN(CCCO)C(=O)Nc3ccc(Cl)cc3)c(=O)[nH]c12	?	-1%	0%	i	?	-3%	i	-1.1%	1%	-22%	-5%

Not all compounds are listed; rates above refer to the full screens.
